Screening results from PubChem BioAssay.
RAD52 anneal inh: RAD52 (human) annealing inhibition; P43351; recombinant RAD52 DNA annealing, FRET fluorescence; inhibition, % at 18.7 µM; actives 0.46% (n = 360,000);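 active = every replicate showing at least 50% inhibition; inconclusive = mean inhibition at least 50% but not in every replicate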
Target sequence (P43351 whole entry, looked up): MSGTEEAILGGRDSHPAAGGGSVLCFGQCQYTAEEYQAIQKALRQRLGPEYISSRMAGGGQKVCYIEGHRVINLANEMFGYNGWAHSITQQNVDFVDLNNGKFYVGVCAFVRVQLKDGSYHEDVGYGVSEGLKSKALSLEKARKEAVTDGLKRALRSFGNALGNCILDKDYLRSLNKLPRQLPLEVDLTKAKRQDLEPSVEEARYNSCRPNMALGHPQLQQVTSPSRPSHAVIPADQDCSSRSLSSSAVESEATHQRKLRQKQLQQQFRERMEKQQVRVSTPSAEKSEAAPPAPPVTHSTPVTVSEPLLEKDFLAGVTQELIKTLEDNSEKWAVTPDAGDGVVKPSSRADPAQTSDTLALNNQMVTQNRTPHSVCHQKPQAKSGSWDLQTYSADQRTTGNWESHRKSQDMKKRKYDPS
S100A4 MyoIIA: S100A4-myosin IIA interaction inhibition | P26447 | S100A4/TAMRA-MyoIIA peptide fluorescence polarization | inhibition, % at 10.7 µM | actives 0.14% (n = 360,000) | AID 652163;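 active = mean inhibition of at least 70% across replicates, with every replicate also reaching that level; inconclusive = mean inhibition reaches 70% but some replicates fall short; inactive = mean inhibition below 70%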
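Test system: S100A4 monomer protein. Medium: HEPES buffer with Ca2+, pH 7.2. Reagent: fluorescent myosin IIA peptide, 5 nM. Compound dosing: single-point compound testing. Timing: 5 min between mix addition and reading. Benchmarks: DMSO neutral and TFP positive wells.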
ERp5 block: inhibitors of human ERp5. Q15084. ERp5 insulin aggregation, absorbance 650 nm, 90 min. inhibition, % at 9.99 µM. actives 0.05% (n = 350,000). AID 651711;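 active = mean replicate inhibition above about 25%, with every replicate also reaching it, limit read from the data, passing the limit was not always enough; inconclusive = only one of those two criteria met; inactive = neither criterion met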
ERAP1 HTS inh: blocks human ERAP1 aminopeptidase activity. Q9NZ08. recombinant ERAP1, Leu-AMC fluorescence, 60 min. inhibition, % at 10.7 µM. actives 0.15% (n = 340,000);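 active = mean replicate inhibition of at least 30%, or all replicates individually reaching that 30% level; inactive = mean below 30% and not every replicate reaching it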;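 also: 0% = neutral control wells and 100% = L-leucinethiol positive control wells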
Xi reactivation: reactivates the inactive X chromosome in mouse fibroblasts | XiGFP mouse fibroblasts, % GFP-positive cells imaging, 3 d; cells co-treated with 5-aza-dC sensitizer; scaled so ellipticine positive control = 100% | actives 0.055% (n = 360,000) | activation, % at 7.58 µM;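 active = mean normalized replicate activation at least 10% and every replicate at or above 10%; inconclusive = only one of the two criteria met; inactive = mean below 10% and not all replicates reach 10%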;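 also: 0% = median of on-plate neutral control wells and 100% = ellipticine 6 µM median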
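Material: SV40-immortalized XiGFP fibroblast cells, line 68-5-11 | Buffer or medium: DMEM containing 5-aza-dC | Dosing: One concentration, pinned | Times: 3 d treatment, 15 min room-temperature fixation | Controls: Ellipticine 6 µM positive control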
esBAF inh: SWI/SNF esBAF complex inhibition | AID 602393 | actives 2% (n = 350,000) | mouse ES cells, Bmi1-luciferase knock-in reporter, 24 h; 100% = twice the neutral-well signal | reporter increase, % at 12.5 µM; in the data active = activation above about 40%; inconclusive = no clear call, values can overlap the other calls;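 also: 0% = median of the plate's neutral control wells and 100% = double that signal; a rise in the Bmi1 reporter signal indicates esBAF inhibition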
RAD54 inh: inhibitors of human RAD54 branch migration; AID 602329; actives 0.14% (n = 360,000); inhibition, % at 10.4 µM; RAD54 Holliday junction branch migration, FAM/BHQ fluorescence;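 active = mean normalized replicate activity at least 40 and at least half of replicates scoring 40 or more; inconclusive = only one of the two criteria met; inactive = mean below 40 and under half of replicates reaching 40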;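 also: 0% = median of neutral control wells and 100% = median of positive control wells; inhibitors cause a drop in the FAM fluorescence signal; in these data hits start at about 50%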
E-selectin induc: E-selectin induction on HUVECs; HUVEC E-selectin immunofluorescence imaging; normalized: neutral wells 0, TNF-alpha wells 100; activation, % at 7.58 µM; actives 0.37% (n = 260,000); AID 686992;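 active = mean E-selectin-positive cell signal at least 10% of the positive control, reached in at least 60% of replicates, without over 20% cell loss; inconclusive = no rule given, readout overlaps actives, possibly toxicity-flagged; inactive = the rest, including those meeting only one limit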;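 also: in these data hits start at about 27%; measured in HUVEC primary endothelial cells; signal is the percent of cells scored E-selectin positive by PE staining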
Target sequence (P16581 whole entry, looked up): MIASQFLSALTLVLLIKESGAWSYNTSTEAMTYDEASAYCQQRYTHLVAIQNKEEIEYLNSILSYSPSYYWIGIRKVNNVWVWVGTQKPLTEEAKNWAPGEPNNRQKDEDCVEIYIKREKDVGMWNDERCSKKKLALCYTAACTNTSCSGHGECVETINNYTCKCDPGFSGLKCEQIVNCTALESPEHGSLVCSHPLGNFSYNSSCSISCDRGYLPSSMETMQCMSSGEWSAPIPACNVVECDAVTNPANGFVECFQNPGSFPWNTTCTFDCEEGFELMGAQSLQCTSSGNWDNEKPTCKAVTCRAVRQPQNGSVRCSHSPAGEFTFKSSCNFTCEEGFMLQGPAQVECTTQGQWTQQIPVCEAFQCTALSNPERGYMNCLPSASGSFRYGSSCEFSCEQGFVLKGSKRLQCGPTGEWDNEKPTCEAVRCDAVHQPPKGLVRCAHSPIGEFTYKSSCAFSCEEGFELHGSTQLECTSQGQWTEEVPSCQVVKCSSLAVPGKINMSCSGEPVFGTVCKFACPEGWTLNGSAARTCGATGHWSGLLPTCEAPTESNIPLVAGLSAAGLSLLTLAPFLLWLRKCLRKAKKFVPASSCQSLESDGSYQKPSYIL
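Assay system: HUVEC, human umbilical vein endothelial cells / Amount: 3,000 HUVEC/well / Controls: TNF-alpha positive control, DMSO neutral control / Compound dosing: single concentration / Medium: EGM-2 over gelatin coat / Evaluation: percent E-selectin-positive cells / Signal: immunofluorescence imaging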
* = called active by the depositor; ? = inconclusive; nt = not tested or not shown; & = joins results of further samples.

SMILES	RAD52 anneal inh	S100A4 MyoIIA	ERp5 block	ERAP1 HTS inh	Xi reactivation	esBAF inh	RAD54 inh	E-selectin induc
CC(C)C(=O)Nc1ccc2c(c1)C(=O)N(C)[C@H]1CC[C@@H](CC(=O)Nc3ccccc3)O[C@H]1CO2	3	5	-8	-2	0.0	5	-5	-0.1
CC1CCCCC12NC(=O)N(CC(=O)N1CCN(S(=O)(=O)c3cccs3)CC1)C2=O (configuration not stated)	10	-1	-1	-3	-0.1	-2	-8	nt
CC(NC(=O)C(C)(C)C)C(c1cccs1)N1CCOCC1 (configuration not stated)	-13	2	2	-1	0.2	2	-9	0.3
COc1ccc2c(c1)nc(CN1CCN(CCO)CC1)n2C	-15	1	-3	0	0.2	0	-5	0.2
CN(C)S(=O)(=O)c1ccc2c(c1)C(=NO)c1cc(S(=O)(=O)N(C)C)ccc1-2	-50	2	1	1	0.0	-5	-9	0.0
CCC(=O)Nc1nnc(SCC(=O)NC2CCCC2)s1	-10	-9	2	1	0.0	-1	5	nt
CC(=O)Nc1cccc(NC(=O)c2cc(Cl)ccc2Cl)c1	-6	4	1	-3	0.1	-3	12	2.9
COc1ccccc1NC(=O)CCCc1nc(-c2ccc(OC)c(OC)c2)no1	-6	6	-5	nt	0.0	-6	-18	2.2
COc1ccc(S(=O)(=O)N2C[C@H](O)COC[C@H]3O[C@@H](CC(=O)N[C@H]4CCN(Cc5ccccc5)C4)CC[C@@H]32)cc1	-8	7	-1	2	0.0	-1	3	0.0
Cc1ccc(-n2c(C)nc3c(cnn3-c3ccc(C)c(C)c3)c2=O)cc1C	14	5	1	-3	0.4	40	5	0.2
COc1ccc(-c2cnc3c(c2)C(=O)N([C@H](C)CO)C[C@H](C)[C@H](CN(C)S(=O)(=O)c2ccccc2)O3)cc1	2	-1	-2	6	0.0	5	-6	-0.3
CCOC(=O)c1ccccc1NC(=O)CSc1ccc(-c2cccnc2)nn1	-2	-3	-2	-4	-0.2	-3	1	1.1
COc1ccc(CN(C)C[C@H]2OCCCC[C@H](C)Oc3ccc(NC(=O)Nc4ccc5c(c4)OCO5)cc3C(=O)N([C@H](C)CO)C[C@@H]2C)cc1	21	0	0	-2	0.0	1	5	?
OCC[C@H]1C[C@@H](O)[C@H](O)[C@]2(OCc3ccccc32)O1	-9	1	7	-1	0.3	-11	-10	0.0
COc1ccc([N+](=O)[O-])cc1NC(=O)c1ccc(N(Cc2ccccc2C)S(C)(=O)=O)cc1	-11	0	0	-1	0.1	nt	nt	nt
Cc1noc(C)c1NC(=O)Nc1ccc2c(c1)C(=O)N([C@H](C)CO)C[C@@H](C)[C@H](CN(C)S(=O)(=O)c1ccc(Cl)cc1)OCCCC[C@@H](C)O2	11	0	-3	2	0.4	-5	-4	0.3
CCc1ccccc1NC(=O)C1CCN(S(=O)(=O)c2ccc3c(c2)N(C(C)=O)CCO3)CC1	-12	-2	2	2	-0.1	4	-9	nt
CC(OC(=O)C1=COCCO1)C(=O)Nc1cc(S(=O)(=O)N2CCCCC2)ccc1Cl (configuration not stated)	-9	0	5	0	0.1	0	0	-0.2
COc1ccc(-c2nc(CN3CCC(C(=O)N4CCOCC4)CC3)c(C)o2)cc1OC	2	-3	1	-7	0.0	-1	0	nt
NC(=O)C1CCN(C(=O)CCn2c(=O)oc3ccccc32)CC1	-11	-2	nt	0	0.4	0	-13	-0.5
C[C@@H]1CN([C@H](C)CO)S(=O)(=O)c2ccc(C3=CCCC3)cc2O[C@H]1CN(C)Cc1ccccc1F	-42	2	4	0	0.5	-25	-7	0.2
O=C(NCCCn1ccnc1)/C(=C\c1ccccc1F)NC(=O)c1ccccc1	-10	1	3	-2	0.0	0	-2	nt
COc1ccc(S(=O)(=O)N(C)Cc2ccc3c(c2)OCCO3)cc1	-3	1	-3	-1	0.1	0	-9	nt
CCN1C(=S)N[C@@H](c2cccc(F)c2)C(C(=O)OC)=C1C	-2	2	-7	0	0.0	2	6	0.0

9 compounds from above, sorted by molecular weight, falling:
SMILES	RAD52 anneal inh	S100A4 MyoIIA	ERp5 block	ERAP1 HTS inh	Xi reactivation	esBAF inh	RAD54 inh	E-selectin induc
Cc1noc(C)c1NC(=O)Nc1ccc2c(c1)C(=O)N([C@H](C)CO)C[C@@H](C)[C@H](CN(C)S(=O)(=O)c1ccc(Cl)cc1)OCCCC[C@@H](C)O2	11	0	-3	2	0.4	-5	-4	0.3
COc1ccc(CN(C)C[C@H]2OCCCC[C@H](C)Oc3ccc(NC(=O)Nc4ccc5c(c4)OCO5)cc3C(=O)N([C@H](C)CO)C[C@@H]2C)cc1	21	0	0	-2	0.0	1	5	?
COc1ccc(-c2cnc3c(c2)C(=O)N([C@H](C)CO)C[C@H](C)[C@H](CN(C)S(=O)(=O)c2ccccc2)O3)cc1	2	-1	-2	6	0.0	5	-6	-0.3
CC(OC(=O)C1=COCCO1)C(=O)Nc1cc(S(=O)(=O)N2CCCCC2)ccc1Cl (configuration not stated)	-9	0	5	0	0.1	0	0	-0.2
CC1CCCCC12NC(=O)N(CC(=O)N1CCN(S(=O)(=O)c3cccs3)CC1)C2=O (configuration not stated)	10	-1	-1	-3	-0.1	-2	-8	nt
COc1ccc(-c2nc(CN3CCC(C(=O)N4CCOCC4)CC3)c(C)o2)cc1OC	2	-3	1	-7	0.0	-1	0	nt
COc1ccccc1NC(=O)CCCc1nc(-c2ccc(OC)c(OC)c2)no1	-6	6	-5	nt	0.0	-6	-18	2.2
COc1ccc(S(=O)(=O)N(C)Cc2ccc3c(c2)OCCO3)cc1	-3	1	-3	-1	0.1	0	-9	nt
CC(=O)Nc1cccc(NC(=O)c2cc(Cl)ccc2Cl)c1	-6	4	1	-3	0.1	-3	12	2.9

Next section
SMILES	RAD52 anneal inh	S100A4 MyoIIA	ERp5 block	ERAP1 HTS inh	Xi reactivation	esBAF inh	RAD54 inh	E-selectin induc
COc1ccc(-c2csc(/C(C#N)=C\c3ccc(O)c([N+](=O)[O-])c3)n2)cc1OC	-19	-2	-5	-5	-0.1	7	-4	nt
COc1ccc(C(=O)O)cc1NC(=S)NC(=O)c1ccc(-c2ccc(Cl)cc2)o1	-50	6	-4	-1	0.0	nt	nt	nt
Cc1ccc(NC(=S)N(C)C(c2ccccc2)c2ccccc2)cc1C	-19	-1	1	-2	0.0	3	17	0.4
CC(=O)N(C)C[C@H]1Oc2cc(C#Cc3cccnc3)ccc2S(=O)(=O)N([C@@H](C)CO)C[C@H]1C	-5	-5	13	0	0.4	7	3	0.8
COc1ccc(CC(=O)NCCCSc2ccccc2)cc1OC	-20	0	1	-3	-0.1	0	-5	0.0
Cc1ccc2[nH]c(C(=O)N3CCN(c4cccc(Cl)c4)CC3)cc2c1	8	-1	-2	-1	0.0	-11	-1	0.2
Cc1ccccc1NC(=O)NCCc1c[nH]c2ccccc12	-12	-11	-2	2	0.0	-4	9	2.9
Oc1ccccc1-c1nc2cnccn2c1Nc1ccc2c(c1)OCCO2	-15	-7	8	0	nt	6	1	nt
C[C@@H]1CN([C@H](C)CO)C(=O)Cc2cc(NS(=O)(=O)c3ccc(Cl)cc3)ccc2O[C@@H]1CN(C)Cc1ccncc1	-12	4	7	0	-1.2	1	-3	21
O=C(NCc1ccccc1)c1ccc(NC(=O)C2CCC2)cc1	-5	-4	7	nt	0.0	3	9	-0.1
Cc1nnc(SCc2cccc([N+](=O)[O-])c2)s1	-15	-5	?	-3	0.0	18	nt	-0.5
CCOC(=O)N1CCN(Cc2nc3ccc([N+](=O)[O-])cc3c(=O)n2-c2ccccc2F)CC1	-8	-4	5	0	0.1	2	-7	-0.2
Cc1ccccc1OCCC(=O)OCC(=O)Nc1ccc(C(N)=O)cc1	-11	-1	3	-4	0.0	-2	8	2.9
O=C1Nc2ccccc2C1C(C[N+](=O)[O-])c1ccccn1 (configuration not stated)	-17	-3	3	1	0.0	-4	3	0.2
Cc1[nH]c2ccccc2c1CC(=O)Nc1ccc(Nc2cccnc2)c(-c2cc(F)cc(F)c2)c1	-32	9	-1	-2	-0.2	nt	nt	2.2
CCOc1ccc(C(=O)C[n+]2ccc(C(=O)NCCO)cc2)cc1	-1	-1	0	8	-0.1	nt	nt	0.0
O=C1c2ccccc2-c2nc3ccccc3n21	-6	-5	4	7	0.0	-2&9	nt	-0.1
C/C(CC(=O)NCc1ccc(F)cc1)=N\NC(N)=S	0	-4	4	0	0.0	-7	4	-1.9
Cc1ccc(-n2c(Cc3cccn3C)nnc2SCC(N)=O)cc1	-9	3	1	2	nt	-5	-8	nt
Cc1ccc(C(=O)NN(CCC#N)C2=NS(=O)(=O)c3ccccc32)cc1	-10	2	-3	-2	0.0	nt	nt	nt
CC(=O)N1c2ccccc2S(=O)(=O)c2c1ccc1ccccc21	-8	-5	-3	0	0.0	nt	nt	1.8
COc1ccc(CN(C)C[C@@H]2Oc3c(NC(=O)CCCCCC(=O)Nc4ccccc4N)cccc3C(=O)N([C@H](C)CO)C[C@H]2C)cc1	-27	-44	16	4	0.2	nt	nt	0.4
NC(=S)NNC(=O)C12CC3CC(CC(C3)C1)C2	1	-1	0	-3	0.0	2	-3	55*
C[C@@H]1CN([C@H](C)CO)C(=O)Cc2cc(NS(=O)(=O)c3cccs3)ccc2O[C@@H]1CN(C)S(=O)(=O)c1ccc(F)cc1	1	-1	-2	0	-0.1	-3	-4	-0.1
COC(=O)C1=C(C)N(C)C(=O)NC1c1cc2c(cc1[N+](=O)[O-])OCO2 (configuration not stated)	0	-3	1	2	0.0	nt	nt	7.6
Cc1noc(C)c1S(=O)(=O)N(C)C[C@@H]1Oc2c(NC(=O)c3cnccn3)cccc2C(=O)N([C@H](C)CO)C[C@@H]1C	0	5	1	-1	-0.9	2	1	0.2
CCN(CCNCC(O)COc1ccccc1C(C)C)c1cccc(C)c1 (configuration not stated)	50	7	5	1	-0.1	-18	24	-1.4
Cc1ccc(OCCC(=O)OCC(=O)Nc2ccc3c(c2)OCCO3)cc1	-8	1	-6	1	0.4	nt	nt	-0.3
CC(C)c1ccc(NC(=O)Nc2nc(C(N)C(C)C)cs2)cc1 (configuration not stated)	-43	-6	6	-4	0.0	-1	13	0.1
CSc1nnc(NC(=O)c2nc(S(=O)(=O)Cc3ccccc3F)ncc2Cl)s1	-28	16	-2	-1	0.0	5	2	nt
CCS(=O)(=O)Nc1ccc2c(c1)C(=O)N(C)C[C@H](OC)[C@H](C)CN(C(=O)CN(C)C)[C@@H](C)CO2	12	-1	1	1	0.7	-1	-5	1.5
O=C(O)C[C@@H]1CC[C@H](NC(=O)c2ccccc2F)[C@@H](CO)O1	7	12	6	-6	0.4	-8	-6	-0.5
CC(C)CC(=O)Nc1ccc(N2CCN(C(=O)c3cccs3)CC2)cc1	-12	0	0	-6	0.1	-9	-3	1.2
O=c1c2ccccc2c2ccccc2c(=O)n1-c1ccccc1	-4	4	2	4	0.1	nt	nt	4.9
COc1ccccc1S(=O)(=O)N[C@@H]1C=C[C@@H](CC(=O)NCc2cc(F)cc(F)c2)O[C@@H]1CO	-3	2	0	2	-0.1	-2	-5	0.0
